Screening data (PubChem)
hIAP act: human IAP activators, primary screen, biochemical, luminescence, uHTS; purified human IAP, CDP-Star luminescence, 30 min; hits give high values; 1 = vehicle-only enzyme, 0 = enzyme-free background; activation factor at 10 µM; 330,000 tested, 0.16% active; AID 2524, 2010;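 active = activation factor of the enzyme at least 2-fold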; also: the source names both 10 and 20 µM as test concentration; values of inactives mirror those of a sister screen read the other way
Target sequence (P09923 whole entry, looked up): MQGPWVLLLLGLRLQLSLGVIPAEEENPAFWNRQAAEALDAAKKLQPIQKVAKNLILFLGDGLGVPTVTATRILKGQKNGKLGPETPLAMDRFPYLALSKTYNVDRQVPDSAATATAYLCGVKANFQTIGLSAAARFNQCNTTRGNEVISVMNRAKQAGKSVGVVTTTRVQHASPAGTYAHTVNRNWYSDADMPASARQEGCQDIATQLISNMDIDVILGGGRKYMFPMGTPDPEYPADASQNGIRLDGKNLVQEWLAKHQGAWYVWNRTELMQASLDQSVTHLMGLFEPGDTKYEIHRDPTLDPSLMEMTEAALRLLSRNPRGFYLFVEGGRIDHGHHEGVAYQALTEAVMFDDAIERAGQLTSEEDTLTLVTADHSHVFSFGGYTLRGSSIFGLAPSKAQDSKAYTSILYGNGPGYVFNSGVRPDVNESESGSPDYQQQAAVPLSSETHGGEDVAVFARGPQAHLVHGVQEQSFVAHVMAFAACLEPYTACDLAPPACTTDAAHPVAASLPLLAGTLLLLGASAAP
Apaf-1 inh: inhibitors of human Apaf-1 apoptosome, primary screen, biochemical, DEVD-Rh110 fluorescence, uHTS; Apoptotic protease-activating factor 1 (Homo sapiens), O14727; reconstituted apoptosome caspase-3 activity; inhibition, % at 20 µM; 330,000 tested, 0.71% active; AID 489030, 2010; active = inhibition of at least 40% at 20 µM;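 also: plate controls were DMSO wells for no effect and DEVD-CHO caspase inhibitor wells for full effect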
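System – cell-free apoptosome with Apaf-1, procaspase-3 and caspase-9 · Buffer or medium – pH 7.5 Hepes buffer with CHAPS, BSA, DTT · Also added – cytochrome c with DEVD-Rh110 · Times – 30 min compound preincubation, 50 min activation, room temperature · Technique – Rh110 fluorescence intensity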
ATG4B inh: ATG4B protease inhibitors, primary screen, biochemical, fluorescence, uHTS. Cysteine protease ATG4B (Homo sapiens), Q9Y4P1. ATG4B cleavage of LC3-PLA2, NBD-HPC fluorescence, 1 h. inhibition, % at 8.33 µM. 340,000 tested, 0.51% active; in the data active = inhibition above about 40%
Target sequence (Q9Y4P1 whole entry, looked up): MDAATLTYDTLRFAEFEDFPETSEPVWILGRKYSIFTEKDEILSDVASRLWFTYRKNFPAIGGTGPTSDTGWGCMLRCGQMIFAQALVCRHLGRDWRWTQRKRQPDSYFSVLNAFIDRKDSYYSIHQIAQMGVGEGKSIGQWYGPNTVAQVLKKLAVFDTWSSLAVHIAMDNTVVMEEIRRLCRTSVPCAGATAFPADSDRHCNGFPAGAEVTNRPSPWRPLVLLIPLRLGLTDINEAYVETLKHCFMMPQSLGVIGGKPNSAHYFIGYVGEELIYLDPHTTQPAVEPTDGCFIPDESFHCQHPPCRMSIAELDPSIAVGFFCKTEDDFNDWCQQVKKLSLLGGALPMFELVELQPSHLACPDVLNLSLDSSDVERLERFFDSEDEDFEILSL
TIM10 inh: growth inhibitors of isogenic TIM10 control yeast, primary screen, counter-screen for tim10-1 yeast inhibitor project, luminescence, uHTS; 330,000 tested, 1.4% active; AID 463195, 2010; inhibition, % at 10 µM; S. cerevisiae TIM10 strain growth, BacTiter-Glo luminescence, 24 h;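 active = inhibition of 40% or more at the single tested concentration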;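 also: wild-type TIM10 isogenic control strain grown at permissive 25 °C; 0% = DMSO yeast wells and 100% = minimal medium wells without yeast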
NALP3 yeast inh: NALP3 inflammasome inhibitors in reconstituted yeast, primary screen, luminescence, uHTS. Yeast reconstituted NLRP3/ASC/caspase-1, beta-gal luminescence, 24 h. 330,000 tested, 0.39% active. inhibition, % at 10 µM. AID 2825, 2010;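 active = inhibition of 50% or more; inactive = inhibition below 50%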;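 also: plate controls were induced DMSO wells for no effect and uninduced yeast grown without galactose for full effect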
mIAP inh: inhibitors of mouse IAP, primary screen, biochemical, luminescence, uHTS; intestinal alkaline phosphatase [Mus musculus]; purified mouse IAP, CDP-Star luminescence, 30 min; inhibition, % at 10 µM; 330,000 tested, 0.2% active; AID 2806, 2010;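 active = inhibition of at least 40% at 10 µM in the primary screen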;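 also: plate controls were DMSO with enzyme for no effect and no enzyme wells for full effect; values of inactives mirror those of a sister screen read the other way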
mIAP act: activators of mouse IAP, primary screen, biochemical, luminescence, uHTS | intestinal alkaline phosphatase [Mus musculus] | muIAP, CDP-Star luminescence, 30 min; hits give high values; 1 = vehicle-only enzyme signal, 0 = enzyme-free wells | activation factor at 10 µM | 330,000 tested, 0.24% active;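 active = activation factor of at least 2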; also: the source names both 10 and 20 µM as test concentration; values of inactives mirror those of a sister screen read the other way
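System: Mouse IAP enzyme | Also added: CDP-Star substrate | Dosing: Compounds dispensed in DMSO | Schedule: 30 min enzyme-substrate-compound incubation at room temperature | Technique: Chemiluminescence readout | Control set: DMSO-only wells and no-enzyme negative control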
tim10-1 inh: growth inhibitors of tim10-1 mutant yeast, primary screen, luminescence, uHTS. S. cerevisiae tim10-1 ts strain growth, BacTiter-Glo, 24 h. inhibition, % at 20 µM. 330,000 tested, 2.2% active;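 active = inhibition of at least 40%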;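 also: mutant grown at 25 °C; 0% = DMSO wells with yeast and 100% = wells holding no yeast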
hIAP block: human IAP inhibitors, primary screen, biochemical, luminescence, uHTS. 330,000 tested, 0.12% active. purified IAP, CDP-Star luminescence, 30 min. inhibition, % at 10 µM;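 active = inhibition reaching a set limit with compound at 10 µM in the primary screen, cut at about 35% in these data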;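 also: plate controls were DMSO wells with enzyme for no effect and no-enzyme buffer wells for full effect; values of inactives mirror those of a sister screen read the other way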
Numbers without * were called inactive; . = no result given.

Screens in order – hIAP act	Apaf-1 inh	ATG4B inh	TIM10 inh	NALP3 yeast inh	mIAP inh	mIAP act	tim10-1 inh	hIAP block
1	O=C(O)c1cccc(-c2ccc(/C=N/n3cnc4sc5c(c4c3=O)CCCC5)o2)c1
 : 0.91	-18	.	0	3	4	0.96	29	9
2	COc1ccc(C(=O)NC(CCSC)C(=O)N2CCCCCC2)cc1 (stereo not given)
 : 0.97	3	-4	-8	12	5	0.95	4	3
3	CCOC(=O)c1cccc(NC(=O)CCCn2c(=O)c3cccn3c3cccnc32)c1
 : 1.1	12	3	0	11	9	0.91	20	-9
4	O=C(NNC(=S)Nc1ccc(Br)cc1Cl)c1ccco1
 : 0.81	3	4	6	16	30	0.7	29	19
5	CCOC(=O)c1ccc(NC(=O)CN2CCc3ccccc3C2)cc1
 : 0.96	3	0	-3	13	1	0.99	14	4
6	O=C(C1=C(O)C(=O)N(CCN2CCOCC2)C1c1cccs1)c1cc2ccccc2o1 (stereo not given)
 : 0.89	-10	-5	6	-28	7	0.93	3	12
7	COc1ccc(CCNC(=O)CCCn2c(=O)[nH]c3cc(OC)c(OC)cc3c2=O)cc1OC
 : 0.94	-5	6	2	2	1	0.99	7	6
8	CCC(C(=O)Nc1ccc2[nH]ncc2c1)c1ccccc1 (stereo not given)
 : 1.3	3	-2	13	12	-8	1.1	36	-32
9	COCc1cc(C)nc2sc(C(=O)OC)c(N)c12
 : 1.2	1	-12	-4	-20	0	1	24	-16
10	C=C(C)CN(CC)C(=O)Cn1cnc2c(oc3ccccc32)c1=O
 : 1.2	10	-2	-1	2	2	0.98	-6	-20
11	COc1ccc(CCC(=O)Nc2cc3c4c(c2)CC(=O)N4CCC3)cc1
 : 1	11	-1	-5	14	-13	1.1	10	-4
12	COc1ccc(-c2n[nH]c(C)c2-c2ccc(Cl)cc2)c(O)c1OC
 : 0.8	27	11	42*	9	9	0.91	23	20
13	CCOc1ccccc1Nc1nc(-c2sc(NC(=O)c3cccc(Cl)c3)nc2C)cs1
 : 1	-4	-7	-14	23	4	0.96	-6	-3
14	CC(C)N(C(=O)CSc1nnc(C2CC2)n1C1CC1)c1ccccc1
 : 1	5	6	5	-7	-7	1.1	12	-2
15	COC(=O)CNC(=O)C1Cc2ccccc2CN1S(=O)(=O)c1cccs1 (stereo not given)
 : 1.1	-2	9	-16	4	-12	1.1	-13	-11
16	O=C(Cn1c(C(=O)N2CCN(C3CCCC3)CC2)cc2sccc21)c1ccccc1
 : 0.84	-16	-4	21	-5	1	0.99	25	16
17	c1ccc(Nc2cccc(Nc3ccccc3)c2)cc1
 : 0.83	10	32	21	16	1	0.99	54*	17
18	COc1ccc(NC(=O)c2cc(-c3cccnc3)nc3c(C)c(C)ccc23)c(OC)c1
 : 0.9	20	-2	30	3	0	1	23	10
19	O=C(NCCCCNC(=O)c1ccccc1Cl)c1ccccc1Cl
 : 1.1	-17	-1	-17	8	-2	1	-8	-6
20	CC(=O)Oc1ccc2c(C)cc(=O)[nH]c2c1
 : 1.2	-8	11	8	1	8	0.92	3	-22

Screen by screen, from the results shown.
NALP3 yeast inh, compounds 2–12: 12, 11, 16, 13, -28, 2, 12, -20, 2, 14, 9

Remaining list, next part
Screens in order – hIAP act	Apaf-1 inh	ATG4B inh	TIM10 inh	NALP3 yeast inh	mIAP inh	mIAP act	tim10-1 inh	hIAP block
21	CCCCn1c(N)c(N(CCOC)C(=O)Cn2c(=O)cnc3ccccc32)c(=O)[nH]c1=O
 : 0.9	-5	-18	-1	18	-8	1.1	-12	10
22	O=C(CSc1nnc(-c2ccccc2)n1-c1ccc(Cl)cc1)N/N=C/c1ccco1
 : 0.98	7	-11	8	23	1	0.99	17	2
23	Cc1csc(CN(C)C(=O)CC2C(=O)NCCN2Cc2ccc(Cl)c(F)c2)n1 (stereo not given)
 : 1	14	-3	8	12	-5	1.1	-4	-2
24	COc1ccc(NS(=O)(=O)c2cc(C(=O)N3CCCCCC3)ccc2C)cc1
 : 1.1	7	3	6	-15	6	0.94	10	-11
25	COc1ccc(NC(=O)CN(C)C(=O)CCCc2nc3ccccc3s2)cc1
 : 0.88	5	-10	0	-7	2	0.98	2	12
26	Cc1ccc(NC(=O)CCOc2ccccc2)cc1S(=O)(=O)Nc1ccccc1Cl
 : 1.2	3	1	30	9	14	0.86	44*	-15
27	Cc1csc(SCC(=O)NCCc2ccc(Cl)cc2)n1
 : 0.92	1	15	4	3	-8	1.1	7	8
28	O=C(NCCc1nc(-c2ccccc2)no1)c1ccco1
 : 1	-10	-9	0	19	-10	1.1	-2	-2
29	C=CCNC(=S)NNc1nc2sc3c(c2c(=O)[nH]1)CC(C)(C)OC3
 : 1.6	-6	-1	-4	4	18	0.82	-12	-57
30	Cc1cc(C(=O)N2CCCC(N3CCN(c4ccccc4C)CC3)C2)nc(C)n1 (stereo not given)
 : 0.98	10	-10	4	18	-10	1.1	1	2
31	CN(C)CC(C)(C)CNC(=O)c1cc(Br)cc(Br)c1O
 : 1.1	-7	-10	-10	24	-8	1.1	-4	-5
32	Cc1nc2ccccn2c1C(=O)NCc1cccnc1
 : 0.84	-25	0	-8	10	2	0.98	-6	16
33	CCOC(=O)Cn1ncn(-c2ccc(OC(F)(F)F)cc2)c1=O
 : 0.95	6	2	-2	-5	-16	1.2	13	5
34	COc1cccc(C(=O)OCC(=O)NCCc2ccccc2)c1OC
 : 0.96	-5	-11	11	10	3	0.97	15	4
35	Cc1ccc2ccccc2c1NC(=O)Cn1nnc(-c2cccnc2)n1
 : 1	-5	5	1	16	3	0.97	4	-2
36	Cc1cccc(N(CC(=O)NCc2ccco2)C(=O)CCC(=O)Nc2nccs2)c1
 : 1.1	8	2	1	14	-5	1.1	20	-8
37	C=CCn1c(COc2cccc3cccnc23)nnc1SCC(=O)O
 : 1.2	-13	-3	-4	-1	-4	1	-11	-16
38	Cc1nn(-c2ccccc2)c(C)c1C(=O)OCC(=O)Nc1ccccc1
 : 0.99	-8	-13	8	21	-2	1	3	1
39	O=C(NCCC1=CCCCC1)C(=O)NCC(c1ccco1)N1CCN(c2ccccc2F)CC1 (stereo not given)
 : 0.91	3	-1	-10	1	2	0.98	-1	9
40	CC1CCC(C(C)C)C(OCC(O)CN2CCOCC2)C1 (stereo not given)
 : 1	-14	-11	9	1	12	0.88	18	-3

From no. 37 up to 38, as listed above:
Screens in order – hIAP act	Apaf-1 inh	ATG4B inh	TIM10 inh	NALP3 yeast inh	mIAP inh	mIAP act	tim10-1 inh	hIAP block
37	C=CCn1c(COc2cccc3cccnc23)nnc1SCC(=O)O
 : 1.2	-13	-3	-4	-1	-4	1	-11	-16
38	Cc1nn(-c2ccccc2)c(C)c1C(=O)OCC(=O)Nc1ccccc1
 : 0.99	-8	-13	8	21	-2	1	3	1

Remaining list, next part:
Screens in order – hIAP act	Apaf-1 inh	ATG4B inh	TIM10 inh	NALP3 yeast inh	mIAP inh	mIAP act	tim10-1 inh	hIAP block
41	NS(=O)(=O)c1ccc2nc(NC(=O)c3ccc4c(c3)OCCO4)sc2c1
 : 0.81	-18	3	-3	8	21	0.79	9	19
42	O=C(NCc1ccco1)C1CC(=O)N(c2cccc(Cl)c2)C1 (stereo not given)
 : 1.1	-2	-3	-22	6	-7	1.1	4	-8
43	CC(C)Sc1ncnc2c1cnn2-c1ccccc1
 : 1.1	12	1	-7	51*	12	0.88	-1	-11
44	CCOCC(=O)Nc1cc(OC)c(Cl)cc1OC
 : 1.1	9	-4	24	11	-10	1.1	-4	-9
45	Cc1c(C(=O)OCC(=O)Nc2c(C)n(C)n(-c3ccccc3)c2=O)oc2ccccc12
 : 0.98	-6	2	-6	0	-1	1	22	2
46	CCCS(=O)(=O)N1CCN(CC2CC=CCC2)CC1 (stereo not given)
 : 0.87	11	-4	-23	6	-11	1.1	6	13
47	Cc1cc(=O)oc2cc(OCC(=O)Nc3cccnc3)ccc12
 : 1.1	3	-6	9	5	-3	1	1	-10
48	COc1ccc(C(=O)O)cc1S(=O)(=O)NC(C)C12CC3CC(CC(C3)C1)C2 (stereo not given)
 : 0.89	8	-13	9	8	-7	1.1	4	11
49	CC12CCC(=O)N1C(C(=O)NNC(=O)COc1ccccc1Cl)CS2 (stereo not given)
 : 0.94	-8	-48	7	21	-1	1	5	6
50	COc1ccc2sc(NC(C)=O)nc2c1
 : 0.98	8	-3	-8	6	-5	1.1	21	2
51	CC1Cc2ccccc2N1C1=CC(=O)CC(C)(C)C1 (stereo not given)
 : 1.3	-4	-2	-11	17	4	0.96	-5	-25
52	Cc1nn2c(-c3cccnc3)ccnc2c1-c1ccccc1
 : 0.96	-1	-3	14	9	7	0.93	24	4
53	O=C(NNc1c(Cl)cccc1Cl)c1sccc1Cl
 : 0.84	8	2	7	3	6	0.94	24	16
54	Cc1ccc(C2CC(=O)C=C(O)C2)cc1 (stereo not given)
 : 1.3	-1	0	6	16	5	0.95	1	-31
55	O=C(c1ccc(S(=O)(=O)Cc2ccccc2F)c([N+](=O)[O-])c1)N1CCCCCC1
 : 0.94	-1	-7	19	18	-2	1	12	6
56	COCCNC(=O)c1ccc2c(c1)CCN2S(C)(=O)=O
 : 0.86	-6	8	2	22	11	0.89	-4	14
57	CC(=O)NS(=O)(=O)c1ccc(NC(=O)CCc2ccccc2)cc1
 : 0.95	-9	-2	8	-3	9	0.91	4	5
58	COc1ccc(C(CCN(Cc2ccc(OC)c(OC)c2)C(C)=O)c2ccccc2)cc1 (stereo not given)
 : 0.99	-6	-20	24	5	0	0.99	22	1
59	Cc1c(C(=O)O)sc2nc3n(c(=O)c12)CCCCC3
 : 0.94	5	-7	14	8	-12	1.1	6	6
60	O=C(NCc1ccccc1)c1cc2ccc(O)cc2oc1=O
 : 1.1	2	2	11	8	-7	1.1	2	-5

Profiles from above. Screens in order: hIAP act | Apaf-1 inh | ATG4B inh | TIM10 inh | NALP3 yeast inh | mIAP inh | mIAP act | tim10-1 inh | hIAP block
Cc1nn2c(-c3cccnc3)ccnc2c1-c1ccccc1 is listed with 0.96 | -1 | -3 | 14 | 9 | 7 | 0.93 | 24 | 4
NS(=O)(=O)c1ccc2nc(NC(=O)c3ccc4c(c3)OCCO4)sc2c1 is listed with 0.81 | -18 | 3 | -3 | 8 | 21 | 0.79 | 9 | 19
CC(C)Sc1ncnc2c1cnn2-c1ccccc1 is listed with 1.1 | 12 | 1 | -7 | 51* | 12 | 0.88 | -1 | -11
COc1ccc(C(=O)O)cc1S(=O)(=O)NC(C)C12CC3CC(CC(C3)C1)C2 (stereo not given) is listed with 0.89 | 8 | -13 | 9 | 8 | -7 | 1.1 | 4 | 11
